Compound activity deposited in PubChem BioAssay by National Center for Advancing Translational Sciences (NCATS).
uPA generation: qHTS for Inhibitors of Cell Surface uPA Generation | cell surface uPA generation assay, qHTS | Potency, µM (highest dose often 38.3 µM), without a hit: top-dose activity change, negative = inhibition, actives largely listed as inhibitors | 0.31% of 330,000 active; active means well fitted inhibition curve with a large enough effect; inconclusive means small, poorly fitted or top-dose-only effect; inactive means no such curve, though single readings can be large or run the other way; tested in mouse RAW 264.7 cells; further: on the % scale 0 is the no-effect control and ±100 the full control effect; nearly all actives have a fitted effect of over 55% in size
Rab9 prom act: qHTS Assay for Rab9 Promoter Activators; Huh7 Rab9 promoter-luciferase reporter, luminescence, 24 h; Potency, µM (doses to about 9.22 µM), for the others: at the highest dose activation, negative = inhibition, actives largely listed as activators; 2.8% of 320,000 active; AID 485297, 2010; further: % of control where 0% means no effect; nearly all actives have a fitted effect of over 60% in size
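Stable Rab9-luc Huh7, 1500 cells/well, 2 h settle; cmpd in DMSO, 24 h, 37 °C/5% CO2; luciferase reagent 10 min RT; luminescence.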
RORgamma inh: qHTS for inhibitors of ROR gamma transcriptional activity; Drosophila S2 Gal4-RORgamma UAS-luciferase reporter, 20 h; Potency, µM (top dose mostly 53.6 µM), for inactives: top-dose activity change, negative = inhibition, hits mostly inhibitors; 5.4% of 310,000 active; further: on the % scale 0 is the no-effect control and ±100 the full control effect; nearly all actives have a fitted effect of over 60% in size
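In this cell-based reporter format, copper sulfate (700 uM final) drives Gal4–ROR gamma fusion expression from a metallothionein promoter in Drosophila Schneider cells; compounds preincubated 1 hr, reporter read after 20 hr at ambient temperature.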
ELG1 genotoxic: qHTS screen for small molecules that induce genotoxicity in human embryonic kidney (HEK293T) cells expressing luciferase-tagged ELG1; AID 504466, 2011; Potency, µM (series often up to 46 µM), without a hit: at the top dose activity change, positive = activation, hits mostly activators; 1.3% of 330,000 active; HEK293T ELG1-luciferase reporter, luminescence, 16 h; further: % of control where 0% means no effect; nearly all actives have a fitted effect of over 60% in size
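Genotoxic stress is detected as increased luminescence from luciferase-tagged ELG1 in HEK293T cells, measured with ONE-Glo after a 16 hr treatment at 37 °C.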
BRCA1 expr act: qHTS Assay to Identify Small Molecule Activators of BRCA1 Expression | MCF7-BRCA1-FFLuc reporter, luminescence, 48 h; response scale: scaled: vehicle 0%, 10 µM genistein 100% | Potency, µM (top dose mostly 46.1 µM), inactives show at the top dose activation, most hits filed as activators | 1.1% of 380,000 active; further: nearly all actives have a fitted effect of over 80% in size; some results filed as inactive show a strong effect at the top dose
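First, MCF7-BRCA1-FFLuc cells (2000/well) attach for 2 h; next, compounds are pin-added and incubated 48 h at 37 °C; finally, luciferase reagent is added and luminescence read after 15 min.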
MBNL1-CUG inh: qHTS Assay for Inhibitors of MBNL1-poly(CUG) RNA binding; Muscleblind-like protein 1 (Homo sapiens), Q9NR56; TR-FRET MBNL1-His/biotin-(CUG)12 binding, 665/545 ratio; Potency, µM (doses to about 57.5 µM), without a hit: at the highest dose activity change, negative = inhibition, actives largely listed as inhibitors; 0.036% of 280,000 active; AID 2675, 2010; active means well fitted inhibition curve with a large enough effect in the signal ratio, with a control signal flat, not every such curve was filed as active; inconclusive means small, poorly fitted or top-dose-only effect, or effect the other way, or a change in a side signal; inactive means no such curve, though single readings can be large or run the other way; the % refers to the signal ratio; further: on the % scale 0 is the no-effect control and ±100 the full control effect
Target sequence (Q9NR56 whole entry, looked up): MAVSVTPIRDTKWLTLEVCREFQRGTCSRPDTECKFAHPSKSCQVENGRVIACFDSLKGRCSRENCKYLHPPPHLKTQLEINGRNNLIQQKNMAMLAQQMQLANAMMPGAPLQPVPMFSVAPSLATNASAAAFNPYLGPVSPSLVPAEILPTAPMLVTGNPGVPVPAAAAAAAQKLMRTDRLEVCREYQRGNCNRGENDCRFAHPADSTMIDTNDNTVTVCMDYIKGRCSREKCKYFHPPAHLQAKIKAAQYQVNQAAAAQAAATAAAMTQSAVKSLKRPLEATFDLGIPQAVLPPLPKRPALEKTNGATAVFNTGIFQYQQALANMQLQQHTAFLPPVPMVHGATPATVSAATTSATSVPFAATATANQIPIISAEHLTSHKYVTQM
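TR-FRET between His-tagged MBNL1 and biotin-(CUG)12 RNA, detected with Tb anti-His antibody (0.055 ng/ul) and streptavidin-XL665 (5 nM), 60 min at room temperature. Compounds titrated 92 nM to 58 uM; 665/545 nm ratio normalized to buffer and complex controls.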
p53 reactivation: qHTS assay for re-activators of p53 using a Luc reporter. H1299 p53-A138V BP100-luciferase reporter, luminescence, 24 h. 0.063% of 320,000 active. Potency, µM (series often up to 92.2 µM), without a hit: top-dose activity change, positive = activation, hits mostly activators; further: % of control where 0% means no effect; nearly all actives have a fitted effect of over 45% in size
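H1299 (p53-null), stable ts p53-A138V + BP100-Luc; 1000 cells/well, Opti-MEM/10% FBS; cpd 4 pt, 1:5; 24 h, 37 deg C, 5% CO2; detection reagent 10 min RT; luminescence.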
NPC1 prom act: qHTS Assay for NPC1 Promoter Activators; Potency, µM (top dose mostly 9.22 µM), for inactives: at the top dose activation, usual class: activators; 2.4% of 320,000 active; Huh7 NPC1 promoter luciferase reporter, 24 h;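 further: % of control where 0% means no effect; nearly all actives have a fitted effect of over 60% in size; reporter is driven by a mutant NPC1 promoter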
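Cells: Huh7 expressing luciferase under the NPC1 promoter, 1500/well. Seeded 2 h, compound added, incubated 24 h at 37 °C. Luciferase reagent, 10 min ambient, then luminescence.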
VP16 counter: VP16 counterscreen qHTS for inhibitors of ROR gamma transcriptional activity; Drosophila S2 Gal4-VP16 UAS-luciferase, luminescence, 20 h; Potency, µM (doses to about 53.6 µM), inactives show at the top dose activity, negative = inhibition, hits mostly inhibitors; 3.5% of 310,000 active;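 further: Gal4-VP16 expression switched on by copper sulfate through the metallothionein promoter; on the % scale 0 is the no-effect control and ±100 the full control effect; nearly all actives have a fitted effect of over 50% in size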
FLuc modulator: qHTS profiling assay for firefly luciferase inhibitor/activator using purifed enzyme and Km concentrations of substrates (counterscreen for miR-21 project); Luciferin 4-monooxygenase (Photinus pyralis), P08659; purified FLuc, Km substrates, luminescence inhibition; Potency, µM (doses to about 57.5 µM), for the others: at the top dose activity change, negative = inhibition, most hits filed as inhibitors; 6.9% of 360,000 active;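 further: plate controls were vehicle for no effect and reference inhibitor for full effect; nearly all actives have a fitted effect of over 55% in size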
Target sequence (P08659 whole entry, looked up): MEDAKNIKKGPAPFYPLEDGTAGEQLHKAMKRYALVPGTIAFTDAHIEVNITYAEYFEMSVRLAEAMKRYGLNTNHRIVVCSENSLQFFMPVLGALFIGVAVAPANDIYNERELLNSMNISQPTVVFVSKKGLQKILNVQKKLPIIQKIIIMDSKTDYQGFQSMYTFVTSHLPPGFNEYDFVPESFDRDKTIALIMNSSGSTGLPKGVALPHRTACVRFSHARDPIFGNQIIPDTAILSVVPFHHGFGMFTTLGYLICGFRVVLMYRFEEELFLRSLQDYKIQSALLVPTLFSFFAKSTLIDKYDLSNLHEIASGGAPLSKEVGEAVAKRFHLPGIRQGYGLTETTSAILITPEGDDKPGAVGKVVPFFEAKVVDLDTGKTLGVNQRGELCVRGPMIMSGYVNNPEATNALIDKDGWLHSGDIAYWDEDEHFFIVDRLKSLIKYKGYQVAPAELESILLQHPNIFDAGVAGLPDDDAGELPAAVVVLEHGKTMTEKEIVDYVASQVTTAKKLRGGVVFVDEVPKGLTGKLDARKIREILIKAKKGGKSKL
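Biochemical qHTS of compounds, final roughly 60 µM downward over six points, against 10 nM purified firefly luciferase using Km concentrations of substrates (10 uM D-luciferin, 10 uM ATP) in Tris acetate pH 7.5 buffer; luminescence output.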
The depositor's hits bear a star; ? = inconclusive; · = not tested or not shown; [ ] = remark or other dose. Unless noted, the call rests on the fitted dose curve; in most records, active means well fitted curve in the direction sought with a large enough effect; inconclusive means small, poorly fitted or top-dose-only effect, or another doubt; inactive means no such curve, though single readings can be large; an effect the other way counts as inactive or inconclusive. Potency means the concentration at half of the fitted maximal effect.

SMILES	uPA generation	Rab9 prom act	RORgamma inh	ELG1 genotoxic	BRCA1 expr act	MBNL1-CUG inh	p53 reactivation	NPC1 prom act	VP16 counter	FLuc modulator
CCOc1ccc(N=c2oc3cc(O)ccc3cc2C(=O)NCC2CCCO2)cc1 (stereo not given)	·	-6%	?	13%	13%	120%[activator]	0%	0%	-27%	0%
Cc1ccc(NC(=O)CC(=O)c2ccc([N+](=O)[O-])cc2)cc1S(=O)(=O)Nc1cccc(Cl)c1	-2%	-5%	?	-6%	-42%	?	1%	0%	-26%	-5%
Cc1c(C#N)c(N)nc2c3c(sc12)NC(=O)CC3c1ccc(F)cc1 (stereo not given)	-6%	-5%	-3%	?	0%	10%	1%	-8%	5%	-1%
COc1ccc(NC(=O)N(Cc2cccs2)Cc2cc3cc4c(cc3[nH]c2=O)OCO4)cc1	·	2%	45%	-7%	·	4%	-6%	-3%	7%	?
COc1ccc(/C=C/C(=O)OCc2csc(-c3ccccc3)n2)cc1OC	-2%	-6%	35%	-1%	49%	·	4%	-1%	2%	-11%
CCCCNC(=O)C1CCCNC1=O (stereo not given)	0%	-14%	-1%	1%	32%	12%	1%	-1%	-6%	0%
COc1ccc(CC2(CO)CCN(Cc3cnn(-c4ccccc4)c3)CC2)cc1	-5%	-4%	-11%	-9%	-33%	2%	-1%	-1%	11%	-1%
COc1ccc2c(c1)c(C(=O)N/N=C/c1cn(C)c3ccccc13)c(C)n2C	-1%	1%	?	-3%	-5%	0%	-4%	3%	?	?
Cc1onc(-c2ccccc2Cl)c1C(=O)N1CCCCC1C (stereo not given)	2%	5%	-18%	-1%	5%	-5%	-4%	-1%	1%	0%
CC(C)CCn1c(=O)c(C(=O)N/N=C/c2cccc(F)c2)c(O)c2ccccc21	-4%	-6%	7%[10 µM]	1%	-6%	·	-1%	-1%	-4%	1%

Overlap with the part before: seven compounds, followed by the next part.
SMILES	uPA generation	Rab9 prom act	RORgamma inh	ELG1 genotoxic	BRCA1 expr act	MBNL1-CUG inh	p53 reactivation	NPC1 prom act	VP16 counter	FLuc modulator
COc1ccc(NC(=O)N(Cc2cccs2)Cc2cc3cc4c(cc3[nH]c2=O)OCO4)cc1	·	2%	45%	-7%	·	4%	-6%	-3%	7%	?
COc1ccc(/C=C/C(=O)OCc2csc(-c3ccccc3)n2)cc1OC	-2%	-6%	35%	-1%	49%	·	4%	-1%	2%	-11%
CCCCNC(=O)C1CCCNC1=O (stereo not given)	0%	-14%	-1%	1%	32%	12%	1%	-1%	-6%	0%
COc1ccc(CC2(CO)CCN(Cc3cnn(-c4ccccc4)c3)CC2)cc1	-5%	-4%	-11%	-9%	-33%	2%	-1%	-1%	11%	-1%
COc1ccc2c(c1)c(C(=O)N/N=C/c1cn(C)c3ccccc13)c(C)n2C	-1%	1%	?	-3%	-5%	0%	-4%	3%	?	?
Cc1onc(-c2ccccc2Cl)c1C(=O)N1CCCCC1C (stereo not given)	2%	5%	-18%	-1%	5%	-5%	-4%	-1%	1%	0%
CC(C)CCn1c(=O)c(C(=O)N/N=C/c2cccc(F)c2)c(O)c2ccccc21	-4%	-6%	7%[10 µM]	1%	-6%	·	-1%	-1%	-4%	1%
Cn1c(=O)cc(SCC(=O)NCC2CCCO2)c2ccc(Cl)cc21 (stereo not given)	-1%	2%	-6%	8%	-5%	12%	-5%	-4%	?	0%
COc1cccc(C(=O)N/N=c2/oc3ccccc3cc2C(N)=O)c1	2%	1%	31%	-6%	-19%	?	-2%	-5%	-1%	0%
CN1CCN(C(=O)c2ccc3c(c2)NC(=O)C(C)(C)O3)CC1	4%	1%	-11%	-2%	6%	4%	2%	0%	4%	1%
Cc1noc(NS(=O)(=O)c2ccc(N/C=C\C(=O)c3ccc4c(c3)OCO4)cc2)c1C	-10%	-1%	?	9%	35%	?	13%	-1%	-7%	9.5µM*
O=C(CNc1ccc(F)cc1)N/N=C1\CCCc2ccccc21	6%	1%	11%	-3%	-25%	0%	-4%	-2%	8%	4%
CC1=C(C(=O)Nc2ccccc2)C(c2ccc(C)o2)n2c(s/c(=C\c3ccco3)c2=O)=N1 (stereo not given)	2%	-3%	8%	-9%	-33%	13%	17%	-3%	0%	-3%
CCOc1ccc(N2C(=O)C3CCCN3C2=O)cc1 (stereo not given)	-3%	-3%	11%	0%	6%	-7%	8%	4%	-5%	3%
Cc1nc2c(C(=O)NCc3cccs3)cnn2c(C)c1Cc1ccccc1	·	-7%	34%	1%	·	2%	1%	-1%	-7%	0%
COCCCN1C(=O)C(O)=C(C(=O)c2ccco2)C1c1ccccc1 (stereo not given)	0%	-4%	-18%	0%	-13%	5%	-2%	0%	-1%	1%
Cn1c(CCN2CCN(c3ccccn3)CC2)nc2cc(NC(=O)COc3ccccc3)ccc21	-18%	-14%	25%	-15%	-43%	-7%	-9%	-8%	-16%	-3%
CCOc1ccccc1C(=O)N(CCC(=O)OC)c1ccccn1	-5%	5%	3%	-1%	13%	-10%	-4%	0%	3%	5%
CCOC(=O)Cn1c2c(c(=N)c3ccccc31)CCC2	5%	-2%	-10%	-2%	-11%	2%	13%	1%	0%	5%
COc1ccc(-c2csc(Nc3ccccn3)n2)cc1OC	-4%	2µM*	-14%	2.3µM*	13%	7%	-27%	1.8µM*	-9%	6.7µM*
O=C(Cc1ccccc1)NCC1CCCO1 (stereo not given)	1%	-5%	-34%	-3%	13%	7%	1%	1%	-7%	0%
O=C(C/C(=N\NC(=O)c1ccccc1Br)C(F)(F)F)c1cccs1	-4%	-3%	14µM*	-5%	-1%	-8%	-2%	-3%	?	-3%
COc1ccc(Br)cc1-c1nc(CCl)cs1	13%	-6%	12%	-12%	-13%	71%[activator]	-5%	-8%	-4%	-13%
O=C(OCC(=O)N1CCc2ccccc21)c1ccc([N+](=O)[O-])o1	-18%	·	·	0%	-14%	·	-1%	·	·	·
CCOC(=O)Cc1nnc(NC(=O)CSc2ccccc2)s1	10%	1%	-16%	-1%	-5%	-3%	2%	1%	3%	2%
CCOc1ccc(-n2c(SCC(=O)NC3CCS(=O)(=O)C3)nnc2-c2cccnc2)cc1 (stereo not given)	-3%	3%	-5%	1%	-17%	·	0%	-6%	-6%	0%
N/C(=N\OS(=O)(=O)c1cc(Cl)ccc1Cl)c1ccncc1	3%	1%	-4%	1%	-4%[1.84 µM]	-6%	3%	-6%	0%	7%
COc1cc(NC(=O)CCc2nnc3ccc(N4CCN(c5cccc(OC)c5)CC4)nn23)cc(OC)c1	0%	-6%	?	4%	-13%	0%	3%	-1%	-15%	-1%
CNC(=O)C1CCN(S(=O)(=O)c2c(C)noc2/C=C/c2cccc(OC)c2)CC1	-10%	-10%	-8%	-3%	0%	?	9%	-2%	1%	-6%
CSc1nnc(Cc2ccc3c(c2)OCO3)o1	3%	-7%	14%	3%	22%	-6%	13%	12%	15%	-1%
CCN(CC)S(=O)(=O)c1ccc(Cl)c(C(=O)NC2CCCC2)c1	5%	-5%	1%	-5%	0%	-5%	-11%	1%	5%	1%
O=S(=O)(Cc1ccccc1)/C1=C(\N2CCOCC2)CCCCCC1	·	4%	-1%	-1%	6%	-15%	7%	1%	-14%	-3%
CC(C)(C)n1nnnc1CN(Cc1cccnc1)Cc1ccccc1Cl	-3%	-1%	-23%	-2%	0%	2%	-4%	5%	3%	-2%[2.3 µM]
O=C(NCCCNC(=O)c1cc(Cl)ccc1Cl)c1ccccn1	13%	1%	9%	-8%	-11%	-7%	-6%	0%	-2%	-1%
Cn1cc(CN2CCCC(C(=O)c3nccn3C)C2)c(-c2cccc(Cl)c2)n1 (stereo not given)	2%	13%	6%	0%	-16%	?	-4%	-2%	0%	6%
CNCCc1ccccn1	-20%	0%	1%	0%	0%	-8%	1%	-2%	0%	6%
COC(=O)c1c(NC(=O)CN2CCN(C(=O)c3ccco3)CC2)c2cc(C)ccc2n1C	0%	12%	-13%	-12%	-37%	12%	-9%	-3%	3%	3%
